Source: PubChem
Rab9 promoter act: Rab9 promoter activation; Huh7 Rab9 promoter-luciferase reporter, luminescence, 24 h; Potency, µM (series often up to 9.22 µM), without a hit: at the highest dose activation, negative = inhibition, actives largely listed as activators; 2.8% of 320,000 active; AID 485297; further: % of control where 0% means no effect; nearly all actives have a fitted effect of over 60% in size
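Promoter activation is measured as luciferase luminescence in Huh7 cells stably transfected with a Rab9 promoter–luciferase construct, following 24 h compound exposure at 37 °C and 10 min reagent incubation at ambient temperature.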
ELG1 genotox: inducers of genotoxicity in HEK293T ELG1-luciferase cells; HEK293T ELG1-luciferase reporter, luminescence, 16 h; Potency, µM (doses to about 46 µM), inactives show top-dose activity change, positive = activation, actives largely listed as activators; 1.3% of 330,000 active; further: % of control where 0% means no effect; nearly all actives have a fitted effect of over 60% in size
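Cells (2,000/well) expressing the ELG1-luciferase fusion are dosed by pin tool and kept 16 hr at 37 °C, 5% CO2. Signal comes from ONE-Glo luciferase reagent after 30 min at room temperature.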
uPA generation: cell surface uPA generation inhibition; cell surface uPA generation assay, qHTS; Potency, µM (highest dose often 38.3 µM), for inactives: top-dose activity change, negative = inhibition, hits mostly inhibitors; 0.31% of 330,000 active; active means well fitted inhibition curve with a large enough effect; inconclusive means small, poorly fitted or top-dose-only effect; inactive means no such curve, though single readings can be large or run the other way; tested in mouse RAW 264.7 cells; further: on the % scale 0 is the no-effect control and ±100 the full control effect; nearly all actives have a fitted effect of over 55% in size
BRCA1 expr up: BRCA1 expression activation; Potency, µM (doses to about 46.1 µM), without a hit: top-dose activation, actives largely listed as activators; MCF7-BRCA1-FFLuc reporter, luminescence, 48 h; response scale: scaled: vehicle 0%, 10 µM genistein 100%; 1.1% of 380,000 active; further: nearly all actives have a fitted effect of over 80% in size; some results filed as inactive show a strong effect at the top dose
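Compounds are tested at multiple concentrations on MCF7 BRCA1-luciferase reporter cells seeded at 2000 per well; after 48 h, a single luminescence end-point is taken and curves fitted to the normalized data.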
p53 reactivation: mutant p53 re-activation in reporter cells | Potency, µM (doses to about 92.2 µM), for inactives: at the highest dose activity change, positive = activation, hits mostly activators | H1299 p53-A138V BP100-luciferase reporter, luminescence, 24 h | 0.063% of 320,000 active; further: % of control where 0% means no effect; nearly all actives have a fitted effect of over 45% in size
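p53-null H1299 cells stably carrying temperature-sensitive p53-A138V and a BP100-luciferase reporter were pinned with compounds (4-point, 1:5 series) and held 24 hrs at 37 deg C. Luminescence was read 10 min after detection reagent.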
NPC1 promoter act: NPC1 promoter activation. 2.4% of 320,000 active. AID 485313. Huh7 NPC1 promoter luciferase reporter, 24 h. Potency, µM (highest dose often 9.22 µM), for the others: top-dose activation, hits mostly activators;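 further: % of control where 0% means no effect; nearly all actives have a fitted effect of over 60% in size; reporter is driven by a mutant NPC1 promoter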
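Cells: Huh7 expressing luciferase under the NPC1 promoter, 1500/well. Seeded 2 h, compound added, incubated 24 h at 37 °C. Luciferase reagent, 10 min ambient, then luminescence.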
FLuc counter: counter-screen for miR-21 project: firefly luciferase inhibitors or activators | 6.9% of 360,000 active | Potency, µM (titrated, usually from 57.5 µM), inactives show at the highest dose activity change, negative = inhibition, hits mostly inhibitors | P08659 | purified FLuc, Km substrates, luminescence inhibition;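 further: plate controls were vehicle for no effect and reference inhibitor for full effect; nearly all actives have a fitted effect of over 55% in size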
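Purified P. pyralis luciferase (10nM final) with 10uM D-luciferin and 10uM ATP (Km levels) in 50mM Tris acetate pH 7.5, 10mM Mg acetate, 0.01% Tween-20, 0.05% BSA; qHTS 6-point titration, ~60 µM downward; luminescence read.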
RORg inh: inhibitors of mouse ROR gamma transcriptional activity; AID 2551; 5.4% of 310,000 active; P51450; Potency, µM (doses to about 53.6 µM), for the others: at the highest dose activity change, negative = inhibition, hits mostly inhibitors; Drosophila S2 Gal4-RORgamma UAS-luciferase reporter, 20 h; further: on the % scale 0 is the no-effect control and ±100 the full control effect; nearly all actives have a fitted effect of over 60% in size
Target sequence (P51450 whole entry, looked up, the tested form may be a part): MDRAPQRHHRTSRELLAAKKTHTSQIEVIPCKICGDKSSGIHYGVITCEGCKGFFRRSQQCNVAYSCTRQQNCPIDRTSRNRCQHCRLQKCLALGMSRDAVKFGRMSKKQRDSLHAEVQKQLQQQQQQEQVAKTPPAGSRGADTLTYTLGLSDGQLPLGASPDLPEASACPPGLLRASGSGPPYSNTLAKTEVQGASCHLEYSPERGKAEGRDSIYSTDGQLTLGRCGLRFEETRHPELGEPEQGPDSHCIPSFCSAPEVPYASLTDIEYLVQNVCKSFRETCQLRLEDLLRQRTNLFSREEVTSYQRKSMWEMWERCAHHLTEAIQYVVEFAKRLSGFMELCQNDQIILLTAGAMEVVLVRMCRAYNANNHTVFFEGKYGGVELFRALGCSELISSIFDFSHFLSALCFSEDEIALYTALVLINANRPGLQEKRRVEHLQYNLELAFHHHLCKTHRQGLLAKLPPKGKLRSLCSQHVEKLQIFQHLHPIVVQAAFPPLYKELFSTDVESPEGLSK
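In this cell-based reporter format, copper sulfate (700 uM final) drives Gal4–ROR gamma fusion expression from a metallothionein promoter in Drosophila Schneider cells; compounds preincubated 1 hr, reporter read after 20 hr at ambient temperature.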
Gal4-VP16 FLuc: Gal4-VP16 reporter inhibition counter-screen; Drosophila S2 Gal4-VP16 UAS-luciferase, luminescence, 20 h; Potency, µM (series often up to 53.6 µM), without a hit: at the top dose activity, negative = inhibition, usual class: inhibitors; 3.5% of 310,000 active;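 further: Gal4-VP16 expression switched on by copper sulfate through the metallothionein promoter; on the % scale 0 is the no-effect control and ±100 the full control effect; nearly all actives have a fitted effect of over 50% in size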
MBNL1 CUG block: MBNL1-poly(CUG) RNA binding inhibition; TR-FRET MBNL1-His/biotin-(CUG)12 binding, 665/545 ratio; Potency, µM (top dose mostly 57.5 µM), for the others: at the top dose activity change, negative = inhibition, actives largely listed as inhibitors; 0.036% of 280,000 active; active means well fitted inhibition curve with a large enough effect in the signal ratio, with a control signal flat, not every such curve was filed as active; inconclusive means small, poorly fitted or top-dose-only effect, or effect the other way, or a change in a side signal; inactive means no such curve, though single readings can be large or run the other way; the % refers to the signal ratio; further: on the % scale 0 is the no-effect control and ±100 the full control effect
Target sequence (Q9NR56 whole entry, looked up): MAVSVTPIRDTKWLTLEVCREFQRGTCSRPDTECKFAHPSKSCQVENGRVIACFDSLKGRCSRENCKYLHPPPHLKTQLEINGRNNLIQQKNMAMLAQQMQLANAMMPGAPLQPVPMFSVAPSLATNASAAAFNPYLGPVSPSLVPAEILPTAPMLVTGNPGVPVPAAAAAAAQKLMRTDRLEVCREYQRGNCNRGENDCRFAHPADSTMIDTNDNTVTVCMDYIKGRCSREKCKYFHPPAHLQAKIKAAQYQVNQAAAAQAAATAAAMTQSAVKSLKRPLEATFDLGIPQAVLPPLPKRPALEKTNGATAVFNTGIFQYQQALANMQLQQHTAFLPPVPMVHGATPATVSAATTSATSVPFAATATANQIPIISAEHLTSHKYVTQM
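Compound titration spanned 92 nM–58 uM against the MBNL1-His/biotin-(CUG)12 complex. After 60 min at room temperature with 5 nM streptavidin-XL665 and 0.055 ng/ul terbium anti-His, ratiometric 665/545 nm emission (Ex 340 nm) normalized to controls.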
* = called active by the depositor; ? = inconclusive; / = not tested or not shown; & = joins results of further samples; [ ] = another dose, or the depositor's remark. Unless noted, the call rests on the fitted dose curve; in most records, active means well fitted curve in the direction sought with a large enough effect; inconclusive means small, poorly fitted or top-dose-only effect, or another doubt; inactive means no such curve, though single readings can be large; an effect the other way counts as inactive or inconclusive. Potency means the concentration at half of the fitted maximal effect.

SMILES	Rab9 promoter act	ELG1 genotox	uPA generation	BRCA1 expr up	p53 reactivation	NPC1 promoter act	FLuc counter	RORg inh	Gal4-VP16 FLuc	MBNL1 CUG block
Cc1cccc2c(=O)n3c(nc12)CCCCC3	10%	-5%	1%	-9%	-6%	0%	-10%	-4%	0%	1%
Cc1ccc(/C=N/n2c(-c3cccnc3)n[nH]c2=S)s1	-8%	3%	-4%	-9%	1%	0%	-1%	7.1µM*	?	-10%
Cc1ccc(-c2ccc(=O)n(Cc3cc(C)ccc3C)n2)cc1	1%	-7%	5%	-22%&-35%	-5%	-1%	2%&-2%	3%	-1%	6%
CCOc1ccc(CCNC(=O)COC(=O)CCC(=O)c2cccs2)cc1OCC	-6%	2%	1%	-10%	25%	0%	1%	-1%	-9%	-3%
Cc1ccc(N(CC(=O)NC(C)C)C(=O)CCC(=O)Nc2ccccn2)cc1	1%	-2%	0%	18%	0%	0%	1%	-26%	5%	-6%
O=C(N/N=C\c1cn[nH]c1-c1ccccc1)c1ccc([N+](=O)[O-])cc1	-4%	1%	5%	0%	0%	1%	-8%	11µM*	-4%	?
COc1cccc(C(=O)NCCS(=O)(=O)N2CCc3ccccc3C2)c1	3%	-2%	3%	28%	1%	1%	-1%	/	/	/
Cc1ccc(SCC(=O)N2CCCC2)cc1	18%	?	-1%	79%	13%	25%	-19%	20%	0%	-2%
CCOC(=O)CSc1cc(CS(=O)(=O)c2ccccc2)nc(-c2ccccc2)n1	1%	3%	-3%	-21%	-7%	1%	1%	-7%	-1%	-8%
CCOc1ccc(OCCC(=O)OCC(=O)NCc2ccc(Cl)cc2)cc1	-3%	0%	2%	-9%	7%	-1%	-7%	/	/	/
O=C(O)c1cccc(C(=O)c2cccc(C(=O)O)c2)c1	0%	3%	0%	-2%	-2%	-5%	?	21%	2%	-1%
O=C(NCCc1ccccc1)C1CCC(=O)N(Cc2ccc(Cl)cc2)C1 (stereo not drawn)	0%	2%	-3%	-5%	-6%	4%	-3%	10%	1%	-5%
CC1C/C(=C/c2cccn2C)C(=O)/C(=C/c2cccn2C)C1 (stereo not drawn)	-5%	2%	-11%	-87%	3%	-9%	?	13µM*	?	?
COCCSc1nnc(NC(=O)Cc2ccccc2OC)s1	2%	2%	/	1%	-8%	-2%	4%	16%	8%	10%
NC(=O)CSc1nc(O)cc(=O)n1-c1ccccc1	-4%	-2%	5%	-15%	?	2%	2%	31%[0.365 µM]	/	-6%
N#CC(C(=O)Nc1ccccc1)=C1CCCCC1	0%	-1%	4%	5%	23%	2%	-16%	25%[0.365 µM]	/	-7%
O=C(OCC(=O)N1CCCCCC1)c1ccc[nH]c1=O	/	0%	?	14%	-2%	/	/	/	/	/
O=C(c1ccoc1)N1CCCC(Nc2ccc(F)c(F)c2)C1 (stereo not drawn)	3%	8%	-3%	5%	-3%	-2%	-1%	8%	-1%	0%
Cc1cc(C)nc(SCCc2ccncc2)n1	0%	-8%	1%	1%	-14%	1%	-31%	-11%[0.365 µM]	/	-6%
CC(=O)c1sc(NC(=O)COc2c(C)cc(Cl)cc2C)nc1C	-2%	-1%	/	/	0%	-5%	-6%	5%	-5%	37%[activator]

Shown in CSV form: part of the list above.
Molecule,Rab9 promoter act,ELG1 genotox,uPA generation,BRCA1 expr up,p53 reactivation,NPC1 promoter act,FLuc counter,RORg inh,Gal4-VP16 FLuc,MBNL1 CUG block
Cc1ccc(-c2ccc(=O)n(Cc3cc(C)ccc3C)n2)cc1,1%,-7%,5%,-22%&-35%,-5%,-1%,2%&-2%,3%,-1%,6%
CCOc1ccc(CCNC(=O)COC(=O)CCC(=O)c2cccs2)cc1OCC,-6%,2%,1%,-10%,25%,0%,1%,-1%,-9%,-3%
Cc1ccc(N(CC(=O)NC(C)C)C(=O)CCC(=O)Nc2ccccn2)cc1,1%,-2%,0%,18%,0%,0%,1%,-26%,5%,-6%
O=C(N/N=C\c1cn[nH]c1-c1ccccc1)c1ccc([N+](=O)[O-])cc1,-4%,1%,5%,0%,0%,1%,-8%,11µM*,-4%,?
COc1cccc(C(=O)NCCS(=O)(=O)N2CCc3ccccc3C2)c1,3%,-2%,3%,28%,1%,1%,-1%,/,/,/
Cc1ccc(SCC(=O)N2CCCC2)cc1,18%,?,-1%,79%,13%,25%,-19%,20%,0%,-2%
CCOC(=O)CSc1cc(CS(=O)(=O)c2ccccc2)nc(-c2ccccc2)n1,1%,3%,-3%,-21%,-7%,1%,1%,-7%,-1%,-8%
CCOc1ccc(OCCC(=O)OCC(=O)NCc2ccc(Cl)cc2)cc1,-3%,0%,2%,-9%,7%,-1%,-7%,/,/,/

More compounds follow.
SMILES	Rab9 promoter act	ELG1 genotox	uPA generation	BRCA1 expr up	p53 reactivation	NPC1 promoter act	FLuc counter	RORg inh	Gal4-VP16 FLuc	MBNL1 CUG block
CC1=C(C(=O)N2CCOCC2)C(c2cccc3ccccc23)NC(=S)N1 (stereo not drawn)	-1%	7%	-1%	0%	-18%	0%	-1%	0%	-13%	-7%
CCN(CC)c1ccc2cc(C(=O)Nc3ccccn3)c(=O)oc2c1	0.11µM*	?	2%	?	?	0.32µM*	0.54µM*	?	?	22%
CCOc1ccccc1NC(=O)CSc1cn[nH]n1	2%	-2%	-5%	-23%	7%	-3%	1%	/	/	/
C=CCN(C(=O)CCC(=O)Nc1cc(C)on1)C(C(=O)NC(C)(C)CC)c1cccc(OC)c1OC (stereo not drawn)	-1%	1%	1%	-18%	-5%	-4%	3%	-1%	-10%	-6%
O=C(NN=Cc1ccc(F)cc1)c1ccccc1NS(=O)(=O)c1cccs1	/	-2%	-3%	21%	7%	/	/	/	/	/
CC(c1ccccc1)C1C(C#N)=C(N)OC2=C1C(=O)CCC2 (stereo not drawn)	-8%	-2%	5%	-4%	-4%	-5%	-1%	9%	-15%	-7%
Cc1ccc2nc3c(cc(C(=O)NCc4ccco4)c(=N)n3C3CCCC3)c(=O)n2c1	-1%	-7%	/	/	-2%	-2%	-2%	7%	2%	?
CC(NC(=O)c1ccc([N+](=O)[O-])o1)C1CC2CCC1C2 (stereo not drawn)	/	-5%	-10%	-106%[inhibitor]	-33%[inhibitor]	/	/	/	/	/
CCN(C(=O)COC(=O)c1ccc2c(=O)n3c(nc2c1)CCC3)C1CCS(=O)(=O)C1 (stereo not drawn)	-18%	0%	0%	4%	-2%	1%	1%	6%	6%	-7%
CC(OC(=O)c1cccs1)C(=O)Nc1nc(-c2ccccc2)cs1 (stereo not drawn)	15%	6%	-2%	93%	19%	8%	0%	?	6%	1%
CC(C)CCn1c(SCC#N)nc2c(sc3ccccc32)c1=O	-14%	4%	3%	2%	0%	-9%	5%	-22%	-23%	-2%
O=C(c1ccc(N2CCOCC2)c([N+](=O)[O-])c1)N1CCN(c2ccccc2F)CC1	/	-9%	7%	-18%	5%	/	/	/	/	/
O=C(O)CSc1nc2ccc(C(=O)c3ccccc3)cc2[nH]1	0%	-1%	7%	-2%	10%	-2%	?	35%	0%	-3%
Cc1ccc(-n2nc3c(c2NC(=O)C2CC2)CS(=O)(=O)C3)cc1	0%	6%	1%	0%	-3%	-3%	3%	-7%	-15%	-1%
COc1ccc(NC(=O)c2c(SC)nsc2SC)cc1	0%	2%	0%	-2%	-1%	-1%	-3%	-3%	-9%	20%
O=C(N=c1ccn(-c2nc3ccccc3nc2NS(=O)(=O)c2ccccc2)cc1)c1ccccc1Cl	8%	0%	6%	-9%	1%	-4%	4%	29%	1%	?
O=C(O)C1CCCCN1C(=O)c1ccc(S(=O)(=O)N2CCCCCC2)cc1 (stereo not drawn)	-4%	1%	-4%	3%	-1%	5%	/	/	/	/
CC1Cc2ccccc2N1C(=O)CSc1nnc2n1C(C)(C)Cc1ccccc1-2 (stereo not drawn)	-2%	-19%	4%	-19%	-9%	-7%	4%	-3%	-27%	0%
Cc1nc2ccccc2c(=O)n1/N=C/c1c(O)ccc2ccccc12	-2%	11%	-3%	-65%	20%	-1%	0%	13µM*	?	5%
COc1ccc(C2C(C(C)=O)=C(O)C(=O)N2c2cccnc2)cc1OC (stereo not drawn)	-3%	0%	1%	1%	0%	0%	0%	-25%	-14%	14%
O=C(OC1CCOC1=O)c1ccc(N2CCCC2)c([N+](=O)[O-])c1 (stereo not drawn)	-3%	-5%	1%	-2%	-4%	-2%	?	7%	-13%	?
CCOc1ccccc1NC(=O)CSc1nnc(Cc2ccc(OC)cc2)c(=O)n1N	-5%	-1%	8%	-10%	-2%	0%	3%	/	/	/
CCOCC(=O)Nc1ccccc1C(=O)N1CCOCC1	-1%	0%	5%	4%	15%	-1%	-1%	11%	0%	4%
